# mcGAS lum = blocks mouse cGAS activity; recombinant cGAS, Kinase-Glo ATP depletion luminescence; inhibition, % at 12.5 µM; Q8C6L5; AID 1259399; 160,000 tested, 0.15% active;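 also: 0% = negative control wells and 100% = reference inhibitor with no enzyme activity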
# NPYLR7 ag = mosquito NPYLR7 agonism | HEK293T NPYLR7/Galpha15, GCaMP6s calcium fluorescence | 270,000 tested, 0.15% active | activation, % at 10 µM; in the data active = activation above about 40%;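 also: 0% = vehicle and 100% = reference agonist at the receptor; some compounds past the cut are filed as inactive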
# hcGAS lum = human cGAS inhibition; inhibition, % at 12.5 µM; 290,000 tested, 0.081% active; recombinant h-cGAS, ATP depletion, Kinase-Glo luminescence; Q8N884;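 also: 0% = vehicle reaction and 100% = reaction without DNA for no activity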
# Target sequence (Q8N884 whole entry, looked up): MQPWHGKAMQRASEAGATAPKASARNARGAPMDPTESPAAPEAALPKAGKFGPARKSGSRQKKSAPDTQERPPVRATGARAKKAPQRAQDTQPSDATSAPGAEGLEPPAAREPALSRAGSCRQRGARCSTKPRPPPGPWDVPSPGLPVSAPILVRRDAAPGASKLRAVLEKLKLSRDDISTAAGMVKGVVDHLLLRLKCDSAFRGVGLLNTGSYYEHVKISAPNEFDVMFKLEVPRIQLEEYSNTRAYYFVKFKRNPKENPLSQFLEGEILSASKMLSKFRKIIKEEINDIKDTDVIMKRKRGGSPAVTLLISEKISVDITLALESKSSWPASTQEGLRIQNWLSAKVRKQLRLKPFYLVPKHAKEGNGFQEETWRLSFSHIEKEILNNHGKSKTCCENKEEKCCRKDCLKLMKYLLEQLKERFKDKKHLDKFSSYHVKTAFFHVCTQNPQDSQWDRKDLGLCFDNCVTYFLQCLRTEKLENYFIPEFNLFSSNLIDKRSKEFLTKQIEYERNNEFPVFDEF
# The depositor's hits bear a star; . = not tested or not shown; & = joins results of further samples. Rule as the data show it, unless noted: active = inhibition above about 40%; inactive = the rest. Hits appear at their usual frequency; 0.27% or so of the library scored in one or more.
SMILES,mcGAS lum,NPYLR7 ag,hcGAS lum
Cc1nc(-c2cccnc2)sc1-c1ccc(SCC(=O)Nc2ccc(Cl)cc2)nn1,.,2.7,-2.1
CC1=C(C(=O)OCCOc2ccccc2)C(c2cccc([N+](=O)[O-])c2)NC(=O)N1C (configuration not stated),-8.6,-1.9,-4.7
CCc1nc2ccc(C(=O)NCc3cccs3)cn2c1N(CC)CC(=O)N(C)C,-2.9,11.4,-4.6
COc1ccc(-c2nc3cc(C)ccn3c2NC(=O)C2CCC2)cc1,-3.9,-8.4,-4.9
O=C(CCN(Cc1ccco1)c1nc(-c2ccc(F)cc2)nc2ccccc12)NCCN1CCOCC1,-8.9,13.9,-2.6
COCCN(Cc1cccc(OS(=O)(=O)c2ccc(OC)cc2)c1)C(=O)NC(C)(C)C,-4.8,13.8,-11.1
CCCC(=O)N1CCN(c2ncnc3c2nnn3-c2ccc(OCC)cc2)CC1,-6.6,-9.6,-4.7
Cc1ccc(-c2cc(C(=O)N3CCN(c4ccccc4Cl)CC3)n(-c3ccc(F)cc3)n2)o1,-6.1,.,-13.2
NC(=O)c1ccc(Cn2nc(-c3cccs3)oc2=O)cc1,-7.3,9.8,-10.5
Cc1cc(S(=O)(=O)NCc2ccco2)c(C)cc1Cl,.,4.3,-0.3
CCOC(=O)c1cnn(-c2cc(C)nc3c(-c4ccccc4)c(C)nn23)c1N,-8.3,2.1,-8.2
CNCc1nc2sc(C)c(C)c2c(=O)[nH]1,-1.4,27.0,-6.0
CCCc1cc(NCC2CCCO2)n2nc(C)c(-c3ccccc3)c2n1 (configuration not stated),-6.0,2.5,-1.2
O=C(O)CNc1cccc(C(=O)NCCc2ccncc2)c1,.,3.2,-7.9
COc1cccc(N2CCN(C(=O)Cn3cnc4c([nH]c5ccccc54)c3=O)CC2)c1,-8.4,.,-6.5
COc1ccc(O)c(C=NN=Cc2cc(OC)ccc2O)c1,.,-7.5,-1.2
CC(C)Oc1ccc(CN2CCN(Cc3cccc(F)c3)CC2)cc1CO,-11.3,-5.2,0.5
Cc1csc(C(C)N(C)C(=O)c2cnn(-c3ncc(C)c(-c4ccc(F)cc4)n3)c2C(C)C)n1 (configuration not stated),-11.0,19.0,-8.7
CC(=O)NC1=NN(C(C)=O)C2(S1)C(=O)N(CCOc1cccc(C)c1)c1ccc(C)cc12 (configuration not stated),-7.6,2.0,-4.0
CCOC(=O)C1CCN(C(c2ccc(SC)cc2)c2c(O)cc(C)n(CCOC)c2=O)CC1 (configuration not stated),.,9.4,13.9

# Ordered by SMILES length (descending): some entries from above.
SMILES,mcGAS lum,NPYLR7 ag,hcGAS lum
Cc1csc(C(C)N(C)C(=O)c2cnn(-c3ncc(C)c(-c4ccc(F)cc4)n3)c2C(C)C)n1 (configuration not stated),-11.0,19.0,-8.7
CC(=O)NC1=NN(C(C)=O)C2(S1)C(=O)N(CCOc1cccc(C)c1)c1ccc(C)cc12 (configuration not stated),-7.6,2.0,-4.0
COc1cccc(N2CCN(C(=O)Cn3cnc4c([nH]c5ccccc54)c3=O)CC2)c1,-8.4,.,-6.5
CCOC(=O)c1cnn(-c2cc(C)nc3c(-c4ccccc4)c(C)nn23)c1N,-8.3,2.1,-8.2
CC(C)Oc1ccc(CN2CCN(Cc3cccc(F)c3)CC2)cc1CO,-11.3,-5.2,0.5
O=C(O)CNc1cccc(C(=O)NCCc2ccncc2)c1,.,3.2,-7.9
CNCc1nc2sc(C)c(C)c2c(=O)[nH]1,-1.4,27.0,-6.0

# (continued)
SMILES,mcGAS lum,NPYLR7 ag,hcGAS lum
Nc1ccc(CC(N)c2csc(Nc3cc(Oc4ccccc4)ncn3)n2)cc1 (configuration not stated),-4.8,-3.6,-0.9
CC1CN(Cc2ccn(C)c(=O)c2)CCN1Cc1ccn(C)c(=O)c1 (configuration not stated),.,5.5,-15.4
CC1Cc2nc(SCC(=O)Nc3ccc(OC(F)(F)F)cc3)n(C)c(=O)c2S1 (configuration not stated),.,-0.7,-7.1
COc1ccc(CN(Cc2cccc(C)c2)CC(O)Cc2ccccc2)cc1 (configuration not stated),-4.6,33.3,-2.9
O=[N+]([O-])c1cc(N=Cc2ccccn2)ccc1N=Cc1ccccn1,-6.7,6.6,-8.7
Cc1ccc(CNC(=O)CC2CSc3nc4c(c(=O)n32)CCCC4)cc1 (configuration not stated),.,-5.5,-4.8
Cc1nn2c(N3CCCCC3)c3c(nc2c1-c1ccccc1)CCC3,-10.2,4.8,-12.7
O=C(CCc1nc2ccccc2s1)NCCc1nc2ccccc2[nH]1,2.3,-0.7,16.6
CC(c1nccs1)N(C)C(=O)c1cc(-c2cccn2C)n[nH]1 (configuration not stated),.,2.3,-4.4
Cc1cc(C(F)(F)F)c2c(n1)sc1c(=O)[nH]c(=O)[nH]c12,.,11.1,-2.8
CC(C(=O)Nc1cc(C(N)=O)ccc1CN(C)C)n1cccn1 (configuration not stated),-18.7,-0.9,-11.1
CCOC(=O)c1nn(-c2ccc(C(F)(F)F)cc2)c(=O)c2c(NC(=O)C3CCCC3)scc12,-4.0,13.2,-3.0
CSc1ncc(CNCc2sccc2C)c(N2CCN(c3ccccc3F)CC2)n1,-6.7,2.1,-5.7
O=S(=O)(Nc1cc(-c2nnc3n2CCCCC3)ccc1F)c1cccc(C(F)(F)F)c1,.,-8.0,-3.1
COc1cc(C)c(C(C)NC(=O)NCCCn2cncn2)cc1OC (configuration not stated),.,11.0,-7.9
CSc1nc2c(c(=O)n(C)c(=O)n2C)n1Cc1ccccc1,-0.4,-13.7,2.8
O=C(/C=C/c1cccs1)N(CCCn1ccnc1)c1nc2c(F)cc(F)cc2s1,-5.8,-11.9,-1.4
COc1ccc(C(=O)N(CC(=O)N(CCc2c[nH]c3ccccc23)Cc2ccc(C(F)(F)F)cc2)C2CC2)c(OC)c1,-5.1,-12.4,-19.2
COc1ccc(-c2nn(CC(N)=O)c(=O)c3nc(C)sc23)cc1,-7.8,2.7,0.2
Nc1cccc(-c2ccc3nnc(-c4cccc(Cl)c4)n3c2)c1,-7.1,1.9,-4.1
CC(=O)N1CCN(CCn2c(C)c3c(=O)n(-c4nc5ccccc5s4)[nH]c3cc2=O)CC1,.,-13.3,-3.5
COc1ccc(-c2nc(CN3CCCC(c4nc5ccccc5o4)C3)c(C)o2)c(F)c1 (configuration not stated),.,20.2,-8.3
Cc1ccc(NC(=O)CN2C(=O)CSC2c2ccc(C(F)(F)F)cc2)cc1 (configuration not stated),-4.4,5.6,-3.5
O=C(O)C1(Cc2ccccc2C(F)(F)F)CCN(CC2CC2)CC1,-9.4,.,1.5
Cc1c(C(=O)NCC2CCCCC2)sc2ncnc(NCCc3ccccn3)c12,-12.1,19.2,-7.0
O=C(Nc1oc2ccccc2c(=O)c1-c1ccc2c(c1)OCO2)C1CCCCC1,.,-6.5,4.0
N#Cc1ccc(NC(=O)CN2CCN(S(=O)(=O)c3ccc(Br)cc3)CC2)cc1,.,-6.8,-9.3
COC(=O)CCCNC(=O)C1CCC(=O)N(CC2CCCCC2)C1 (configuration not stated),.,2.9,-6.4
CCOC(=O)c1cc(-c2cccc(NC(=O)COC)c2)n(-c2ccccn2)n1,-5.2,21.3,-3.4
Cc1cccc(CO[C@]2(C(=O)NCCN3CCOCC3)CC(OCc3cccc(C(F)(F)F)c3)[C@H](O)[C@H](O)C2)c1 (some centres not stated),-4.0,7.1,-3.3

# In another format: results already given
structure: N#Cc1ccc(NC(=O)CN2CCN(S(=O)(=O)c3ccc(Br)cc3)CC2)cc1
  mcGAS lum: .	NPYLR7 ag: -6.8	hcGAS lum: -9.3
structure: COc1ccc(-c2nc(CN3CCCC(c4nc5ccccc5o4)C3)c(C)o2)c(F)c1 (configuration not stated)
  mcGAS lum: .	NPYLR7 ag: 20.2	hcGAS lum: -8.3

# Next section.
SMILES,mcGAS lum,NPYLR7 ag,hcGAS lum
COc1cc(C2c3c(n[nH]c3-c3cccc([N+](=O)[O-])c3)OC(=N)C2C#N)cc(OC)c1OC (configuration not stated),.,-5.6,1.2
COc1ccc(OCCCn2c(C3CC(=O)N(Cc4ccccc4)C3)nc3ccccc32)cc1 (configuration not stated),-2.6,1.7,-13.4
CCC(c1cccnc1)N(C)Cc1ccc(NC(C)=O)cc1 (configuration not stated),.,-1.6,-3.6
CCCCCC(C)NC(=O)Cn1cc(Br)ccc1=O (configuration not stated),1.7,-0.7,-2.1
Cc1ccc(Cl)c(OC2CC3CCC(C2)N3C(=O)c2ccc(CSc3ccccc3Cl)cc2)c1 (configuration not stated),-8.8,7.3,-20.8
CN(CC(=O)NCc1ccc(Cl)cc1)Cc1nccn1C(F)F,.,2.9,25.7
N#Cc1ccccc1COC1C[C@](OCc2ccccc2F)(C(=O)NCCN2CCCC2)C[C@@H](O)[C@H]1O (some centres not stated),0.0,-6.1,0.4
CC1C(=O)N(c2ccc(Oc3ccccc3)cc2)CCN1C(=O)C1CCCC1 (configuration not stated),-5.8,-2.7,-6.3
COCCN1COc2ccc3c(=O)c(Oc4cccc(OC)c4)c(C)oc3c2C1,-10.1,-7.6,-7.4
CC(C)(C)C1COC(CC2=NC(C(C)(C)C)CO2)=N1 (configuration not stated),-5.5,-3.7,-2.6
CNC(=O)CN1CCN(c2cc(C)nc(C(C)C)n2)CC1,.,2.0,-9.9
O=C(CN1CCCCC1c1ccccn1)NCc1ccccc1F (configuration not stated),-13.3,-0.7,-2.1
CCCCNC(=O)C1(C)CCN1Cc1ccc(C(=O)OCC)cc1 (configuration not stated),.,2.2,-9.8
CCC(C)C(NC(=O)Nc1ccc(C)c(Cl)c1)C(=O)Nc1nnc(-c2cccc(OC)c2)s1 (configuration not stated),-5.8,-6.2,-17.4
COCCNC(=O)CSc1nnc(N2CCN(C(=O)C3CC3)CC2)s1,-1.8,-6.5,4.4
CCn1c(CC2CCN(Cc3c(C)nn(C(C)C)c3C)CC2)nn(C)c1=O,-6.9,.,-17.0
COc1ccc(C2CC(c3cccc(OC)c3)=NN2C(=O)CN(C)C2CCN(C)CC2)cc1 (configuration not stated),0.1,-4.7,-3.6
COc1ccc(-c2ccc(SCc3ccncc3)nn2)cc1OC,.,0.3,2.7
O=C(Cc1ccc(F)cc1)NCc1nnnn1C1CCCCC1,-7.7,4.4,-8.2
Cc1nn(C)cc1S(=O)(=O)NCCC1=CCCCC1,.,2.0,-2.0
c1nc(N2CCOCC2)sc1CN1CCn2cncc2C1,.,-1.5,-2.3
COc1ccc(-n2c(CCC(=O)NCCCN3CCCC3=O)ccc2-c2ccc(Cl)cc2)cc1,-6.1,-3.2,-6.7
C=CCOc1cc(Br)c(C(=O)O)cc1OCC,.,15.5,-3.8
CCn1c(C2CCN(C(=O)CCSc3nnc(C)s3)CC2)n[nH]c1=O,.,-5.2,-10.2
CCC(=O)Nc1cccc(C2SCC(=O)N2c2cc(F)ccc2F)c1 (configuration not stated),-2.1,16.4,2.4
Cc1noc(C)c1C(=O)NCC1CCCCN1Cc1ccccc1 (configuration not stated),.,-19.7,0.2
Cc1cccc(-n2cc(CN3CCN4CCN(C)CC4C3)cn2)c1 (configuration not stated),.,-1.1,-2.5
COC(=O)c1cc2c(=O)n3cccc(C)c3nc2n(CCCn2ccnc2)c1=N,.,2.1,5.2
COc1ccc(Cc2nnc(NC3CCCC3)[nH]c2=O)cc1,.,11.6,-5.8
CC[C@H](C)[C@H](N)C(=O)N1CCC(Cn2cc(CN(C)C)nn2)CC1,.,14.1,-3.8
COc1ccc(C(=O)N2CCN(C(=O)c3cc(-c4ccc(Cl)cc4)n(-c4ccccc4OC)c3C)CC2)cc1,-4.5,-5.0,-5.2
OC[C@H]1O[C@@H](n2cnc3c(NC4CCCCC4)ncnc32)[C@H](O)[C@@H]1O,-3.2,-5.2,-3.1
Cc1cc(C(=O)NC(C)C(O)c2c(F)cccc2Cl)no1 (configuration not stated),.,1.8,3.2
O=C(CC(c1ccc(Cl)c(C(F)(F)F)c1)c1c[nH]c2ccccc12)NCc1ccc2c(c1)OCO2 (configuration not stated),-5.4,16.6,-1.3
Cc1nn(C)c(C)c1C(=O)N1CCN(S(=O)(=O)c2ccc(Cl)c(Cl)c2)CC1,.,1.1,3.1
CC(C)NC(=O)NCCC1CCN(C(=O)NC2CCCCC2)CC1,-5.4,.,-11.1
CCN(CCn1cccn1)Cc1nc(-c2cccs2)no1,.,3.9,-2.6
Cc1ccc(C)c(OCC(O)CN2C(=O)NC(C)(c3ccc(F)c(F)c3)C2=O)c1 (configuration not stated),-8.1,0.9,-0.5
C=CCNC(=O)C(C1CCCC1)N1CCN(C(=O)c2ccc(C(F)(F)F)cc2)CC1 (configuration not stated),-2.9,-7.5,-3.8
Cc1nc2ccccc2n1Cc1ccccc1,-3.1,-2.6,-2.0
CC(=O)CSc1nnc2n1CCN2c1ccc(F)cc1,-1.4,7.1,2.2
C=CCN(Cc1nccn1Cc1ccccc1Cl)C(=O)C1CC1,-4.5,7.8,-6.4
O=C(CC1C=CCC1)Nc1nc(-c2ccc3c(c2)OCO3)cs1 (configuration not stated),.,18.9,-12.4
COc1ccc(CCC(=O)N2CCCC(CNC(=O)c3ccc(F)cc3)C2)cc1 (configuration not stated),-3.1,17.4&4.5,-10.4&-3.5
Cc1c(C(=O)N2CCCCC2C)sc2nc(-c3cccc([N+](=O)[O-])c3)cn12 (configuration not stated),-8.4,3.2,-4.1
Cn1cc(C(=O)N2CCCC2)c2[nH]c(=O)n(-c3ccc(Cl)cc3)c(=O)c21,.,1.3,-11.0
COc1ccccc1-n1ncc2c(C)nnc(SCC(=O)NCc3ccccc3Cl)c21,-9.6,-10.3,-6.4
CC(=O)Oc1cccc(C(=O)N2CCN(c3nccc(-c4ccc(Oc5ccccc5)cc4)n3)CC2)c1C,-6.6,6.7,-6.0
COc1ccc(CCN(C)C2CCCN(C(=O)c3c4c(nn3C)CCCC4)C2)cc1OC (configuration not stated),-10.5,3.3,-6.2
CC1CC(=O)Nc2c1c(NC(=O)C1CCN(S(C)(=O)=O)CC1)nn2C (configuration not stated),-9.2,-16.4,-2.2
CC(C)(O)C#Cc1cccc(C(=O)NCC(O)c2ccccc2Cl)c1 (configuration not stated),-15.0,.,-4.7

# Compound activity as filed in PubChem BioAssay.
